# From PubChem
# USP1-UAF1 inh = USP1/UAF1 (human) deubiquitinase inhibition. recombinant USP1/UAF1, Ub-Rhodamine cleavage fluorescence. 390,000 compounds, 0.23% hits. Potency, µM (titrated, usually from 57.1 µM), for inactives: at the highest dose activity change, negative = inhibition, hits mostly inhibitors. AID 743255; also: potency is read from the fitted curve at half-maximal effect; % is scaled to controls: 0 for no effect and ±100 for the full control effect; nearly all actives have a fitted effect of over 60% in size; inactives centre near -12
#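 In this screen, compounds sit with the deubiquitinase complex (1nM) for 15 min at room temperature before Ub-Rho is added at 150nM final. Fluorescence rise is then followed for 6 reads every 60 seconds.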
# mIDH1 inhibitor = blocks human mutant IDH1 R132H enzyme; IDH1-R132H enzyme, NADPH consumption, diaphorase/resazurin fluorescence; Potency, µM (doses to about 76.6 µM), without a hit: top-dose activity change, negative = inhibition, actives largely listed as inhibitors; O75874; AID 602179; 390,000 compounds, 0.093% hits; also: potency is read from the fitted curve at half-maximal effect; % is scaled to controls: 0 for no effect and ±100 for the full control effect; nearly all actives have a fitted effect of over 65% in size
#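 IDH1-R132H (0.5 ug/mL) preincubated 30 min with compound, then NADPH (0.016 mM) and alpha-KG (2 mM) added; 80 min at RT, pH 7.5. Remaining NADPH coupled via diaphorase/resazurin to fluorescence (540/590 nm); concentration-response curves normalized to no-enzyme control.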
# TrxR1 inh = rat TrxR1 inhibition | Potency, µM (titrated, usually from 114 µM), for the others: at the top dose activity change, negative = inhibition, usual class: inhibitors | AID 588453 | O89049 | 390,000 compounds, 1% hits | recombinant rTrxR1, NADPH fluorescence consumption, selenite substrate; also: potency is read from the fitted curve at half-maximal effect; % is scaled to controls: 0 for no effect and ±100 for the full control effect; nearly all actives have a fitted effect of over 65% in size
#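 Rat TrxR1 (90 nM in the dispensed reagent) was pre-reduced with 400 uM NADPH for 5 min at room temperature, then incubated with compound for 15 min. After 400 uM selenite was added, NADPH fluorescence (Ex 340/Em 450 nm) was followed for 8 min.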
# D2 ag = D2 dopamine receptor (human) agonism | AID 485358 | P14416 | activation, % at 2 µM | 340,000 compounds, 0.53% hits | HEK293 T-REx D2 cells, calcium flux agonist mode;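 active = activation over 3 SD above normal in the single-dose calcium agonist read, cut at about 30% in these data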; also: 0% is about no effect
#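 Calcium-flux readout, 1 cycle/sec over 180 s following compound pin transfer, in inducible HEK293 Trex D2 cells (force-coupled); dopamine controls included. Positive calcium responses during this window marked compounds as potential agonists.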
# D2 antag = antagonizes the human D2 dopamine receptor; P14416; HEK293 TREx D2 cells, calcium flux, dopamine EC80; inhibition, % at 10 µM; 340,000 compounds, 2% hits; AID 485344; in the data active = inhibition above about 30%; also: 0% is about no effect
#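 Cells plated overnight at 30 C with tetracycline; no-wash calcium dye, 30–90 min RT; 10 s baseline; compound pinned; 180 s read; EC80 dopamine added; another 180 s read.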
# TRHR ag = TRH receptor (human) agonism. P34981. TRHR cells, calcium flux fluo-8, FDSS agonist mode. activation, % at 2 µM. 360,000 compounds, 0.18% hits. AID 493084; in the data active = activation above about 30%; also: 0% is about no effect
# Target sequence (P34981 whole entry, looked up): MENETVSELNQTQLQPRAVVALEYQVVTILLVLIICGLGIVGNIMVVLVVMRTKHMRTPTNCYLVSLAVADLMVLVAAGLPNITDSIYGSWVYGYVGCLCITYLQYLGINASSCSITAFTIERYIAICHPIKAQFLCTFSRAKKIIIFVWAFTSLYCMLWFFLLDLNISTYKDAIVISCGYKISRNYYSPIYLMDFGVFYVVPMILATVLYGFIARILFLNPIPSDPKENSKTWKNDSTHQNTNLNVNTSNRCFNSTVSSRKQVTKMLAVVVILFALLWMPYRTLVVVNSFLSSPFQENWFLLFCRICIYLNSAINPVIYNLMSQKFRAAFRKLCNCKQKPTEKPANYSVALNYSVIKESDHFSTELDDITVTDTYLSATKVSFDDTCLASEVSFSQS
#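 Agonist-mode FDSS calcium read (Ex 480/Em 530, 1 s cycles) in 1536-well TRHR cells with fluo-8 dye, after 10-cycle baseline and 23 nL compound addition; TRH at EC20 (10 nM final) added afterwards for the enhancer phase.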
# PI4K2A inh = blocks human PI4K2A kinase activity; purified PI4K2A, ADP-Glo luminescence, 1 h; active compounds read low; activity change, negative = inhibition, % at 76.9 µM; 420,000 compounds, 0.13% hits; in the data active = activity change below about -50%; inconclusive = mostly about -30% to -49%;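 also: -100% = wells without enzyme as full effect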
# Target sequence (Q9BTU6 whole entry, looked up): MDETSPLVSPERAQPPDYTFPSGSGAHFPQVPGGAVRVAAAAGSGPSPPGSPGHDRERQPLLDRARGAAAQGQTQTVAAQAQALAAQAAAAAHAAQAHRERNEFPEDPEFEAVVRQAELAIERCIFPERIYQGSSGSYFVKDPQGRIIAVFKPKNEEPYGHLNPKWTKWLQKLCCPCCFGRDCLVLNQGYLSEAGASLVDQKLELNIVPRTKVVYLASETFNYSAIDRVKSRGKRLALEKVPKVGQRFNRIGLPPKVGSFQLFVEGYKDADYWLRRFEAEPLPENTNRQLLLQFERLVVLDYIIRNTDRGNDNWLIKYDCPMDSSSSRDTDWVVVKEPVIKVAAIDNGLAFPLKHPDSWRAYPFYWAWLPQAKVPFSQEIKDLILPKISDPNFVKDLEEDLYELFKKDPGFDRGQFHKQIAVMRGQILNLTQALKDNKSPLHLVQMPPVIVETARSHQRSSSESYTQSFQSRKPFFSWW
#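 In this quantitative HTS, ADP production by PI4K2A was quantified luminescently after 1 h at ambient temperature; 100 microM adenosine served as plate-quality control.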
# TRHR PAM = allosteric enhancers of human TRH receptor; TRHR cells, fluo-8 calcium fluorescence, EC20 TRH enhancement; enhancement, % at 2 µM; 360,000 compounds, 0.66% hits; AID 493056; in the data active = enhancement above about 30%; also: 0% is about no effect
#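 TRHR-expressing cells loaded with fluo-8 calcium dye were read kinetically (ex 480/em 530) during compound addition, then stimulated with an EC20 of TRH (10 nM final). Enhancement of the Gq-mediated intracellular calcium response was scored.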
# TrxR1 substrate = rat thioredoxin reductase 1 substrate activity | purified TrxR1 substrate turnover, NADPH consumption readout | AID 588456 | 390,000 compounds, 0.01% hits | Potency, µM (doses to about 114 µM), for inactives: top-dose activity change, negative = substrate turnover; also: potency is read from the fitted curve at half-maximal effect; % is scaled to controls: 0 for no effect and ±100 for the full control effect; nearly all actives have a fitted effect of over 50% in size
#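 Rat TrxR1, dispensed at 90 nM, was prereduced with 400 uM NADPH (final) for 5 min at ~22 deg C, then incubated with compound 15 min before 400 uM selenite. A first-read NADPH fluorescence drop versus no-compound background flagged substrates.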
# Starred values were filed as active, the others as inactive; ? = inconclusive; / = not tested or not shown; ! = a repeat was not active; [ ] = another dose, or the depositor's remark. Unless noted, calls follow the shape of the dose curve; as a rule, active = well fitted inhibition curve with a large enough effect; inconclusive = small, poorly fitted or top-dose-only effect; inactive = no such curve, though single readings can be large or run the other way.
SMILES,USP1-UAF1 inh,mIDH1 inhibitor,TrxR1 inh,D2 ag,D2 antag,TRHR ag,PI4K2A inh,TRHR PAM,TrxR1 substrate
O=C(COc1ccccc1)NNc1nc2c(F)cc(F)cc2s1,-14.1%,18.5%,20.8%,1.5,8.0,-0.5,-4.0,-3.9,-0.9%
O=C(COC(=O)c1ccccn1)NCCCc1ccccc1,-18.2%,-0.8%,18.0%,/,/,0.2,-14.2,13.9,4.0%
CC(C)=C[C@@H]1C[C@H](C)[C@H]2CC[C@H](C)c3c(O)c(O)c(C)c1c32,?,9.2%,?,-0.7,4.6,0.1,-2.3,1.8,-8.7%
O=C(NNC(=O)c1ccccc1Cl)c1ccncc1,2.1%,3.4%,17.5%,0.5,12.1,0.0,-1.9,3.1,1.8%
C=CCn1c(Cc2cccs2)nnc1SCC(=O)c1cccc(Br)c1,-25.7%,7.4%,?,-0.5,-10.8,-0.3,1.8,-2.9,-3.6%
COc1cccc(Cn2c(OCC3CCCO3)nc3c2c(=O)n(C)c(=O)n3C)c1 (stereo unspecified),-5.4%,2.5%,-6.5%,0.0,9.7,-1.5,1.1,-1.2,-2.5%
Cc1cc(C(=O)N/N=C/c2c(C)nn(-c3ccccc3)c2Cl)n[nH]1,?,-2.6%,15.9%[11.4 µM],0.2,4.1,-0.9,-2.6,8.8,-5.2%
COc1cccc(CC2CC(=O)N(CCc3ccc4c(c3)OCO4)C2=O)c1 (stereo unspecified),-12.4%,0.7%,11.7%[11.4 µM],0.3,-3.3,-0.3,-3.3,13.3,7.0%[57.1 µM]
CC(=O)c1ccc(C)cc1OC(=O)c1cccc(F)c1,-15.3%,0.0%,-13.1%,0.6,8.2,-0.4,0.8,-0.5,-7.7%
Cc1ccc(C(=O)c2ccccc2C(=O)O)s1,-15.6%,-1.8%,-13.8%,-0.7,-9.8,-0.4,0.8,-6.3,-10.5%
Cc1ccc(CNC(=O)CCN2C(=O)C(C)Oc3ccc(C)cc32)cc1 (stereo unspecified),-7.0%,-6.7%,0.4%,-1.0,/,-1.3,0.4,11.8,-5.4%
COC(=O)c1scc(C)c1N1C(=O)c2ccccc2C1=O,-11.7%,-9.1%,-0.7%,-1.1,-1.1,0.1,-22.1,0.5,-2.6%
C/C(=N\NC(=O)c1ccc(CSc2nncn2C)cc1)c1ccc2ccccc2c1,-22.1%,-1.8%,22.9%,0.4,8.3,0.0,-0.8,-1.1,1.3%
Cn1c(=O)[nH]c(=O)c2c1nc(N1CCN(c3ccccc3)CC1)n2CCSc1ncccn1,-17.5%,-1.6%,7.7%[57.1 µM],0.8,-26.5,0.5,0.7,0.9,10.5%[57.1 µM]
c1ccc(C2CC(c3ccccc3)n3ncnc3N2)cc1 (stereo unspecified),?,1.3%,16.2%,/,/,0.3,-4.1,5.0,5.9%
Cc1ccc(C2=NN(C(=O)CCC(=O)O)C(c3ccc4c(c3)OCO4)C2)cc1 (stereo unspecified),-16.8%,-4.9%,26.7%,1.2,-8.2,0.8,-3.0,8.1,0.8%
CCSc1nnc([C@@H]2CCCN2C(=O)OC(C)(C)C)o1,-22.4%,0.9%,4.9%[57.1 µM],-1.1,-8.8,-0.1,-6.8,8.9,7.6%[57.1 µM]
CCC(=O)c1ccc(CCCCCC(=O)O)s1,-2.6%,2.9%,17.5%,-1.3,-0.8,0.3,-2.4,2.9,2.8%
Cn1c2ccccc2c2c(C(=O)NCc3ccco3)cn(C3CCCCC3)c(=O)c21,-13.6%,3.6%,20µM*,/,/,-0.7,-15.9,-14.9,23.4%
O=C(CCNS(=O)(=O)c1ccccc1)NNC(=O)COc1ccccc1F,-16.9%,-17.3%,?,/,/,/,8.2,/,7.1%
CCOc1ccc2nc(NC(=O)CN3CCN(c4ccccn4)CC3)sc2c1,-5.3%,-0.3%,-13.9%,/,/,-0.6,-1.2,2.2,-6.2%
CC1CC(C)CN(C(=O)c2ccc(S(=O)(=O)N3CCCCC3)cc2)C1 (stereo unspecified),-17.8%,7.6%,13.0%,/,/,1.0,-5.0,-4.5,0.6%
COc1ccc2nc(-c3ccccc3)nc(SCC(=O)NCC3CCCO3)c2c1 (stereo unspecified),-20.8%,17.5%,17.7%[57.1 µM],-2.1,3.4,-2.1,-9.9,-0.3,14.5%[57.1 µM]
CC(C)c1ccc(CNc2ncccn2)cc1,-4.9%,1.7%,12.1%[57.1 µM],0.8,-17.8,-0.5,-1.9,-2.9,-3.8%[57.1 µM]
COc1cnc(-c2ccccc2)c(-c2ccccc2)n1,-11.4%,-4.2%,12.8%[57.1 µM],/,/,/,-2.9,/,3.5%[57.1 µM]
Cc1cnc(C(=O)Oc2cccc(Cl)c2Cl)cn1,-5.9%,12.9%,?,0.6,3.5,-0.2,-15.5,4.7,0.9%
CCOCCCNC(=O)CCNC(=O)c1cc(OC)c(OC)c(OC)c1,-11.7%,2.4%,23.6%,2.4,2.9,0.5,-0.2,4.2,10.8%
O=C(CSc1ccc(C(F)(F)F)cc1[N+](=O)[O-])NCCOc1ccccc1,-11.0%,1.8%,-9.6%,3.5,4.1,0.4,-5.5,3.5,-5.1%
COc1ccccc1S(=O)(=O)Cc1ccc(C(=O)NC2CC2)o1,-8.7%,-1.4%,-1.8%,0.2,2.6,0.3,-5.4,-2.0,-1.9%
CCOC(=O)c1ccc(NC(=O)CCN2C(=O)C3CC=CCC3C2=O)cc1 (stereo unspecified),-30.1%,-0.7%,13.3%,-0.7,-13.9,-0.3,-1.5,0.6,-8.0%[57.1 µM]
CC(C)CC1=NC(C(F)(F)F)(C(F)(F)F)c2c(n(CC(C)C)c(=O)[nH]c2=O)N1,-0.3%,1.2%,-18.1%,-0.7,2.8,-1.4,2.0,9.5,11.7%
Oc1ccccc1N1CCN(Cc2ncc(-c3ccccc3)o2)CC1,-13.7%,4.4%,1.4%[57.1 µM],0.6,56.9*,4.1,-5.0,-1.5,7.7%[57.1 µM]
CCCNC(=O)c1oc2ccc3c(c2c1C)C(O)CC(C)(C)O3 (stereo unspecified),-12.0%,13.0%,-18.4%,0.4,-11.4,0.7,-2.5,-5.9,49.6%[activator]
COc1ccc(-c2oc3ccc(N4CCOCC4)cc3c2C#CCO)cc1,-25.9%,13.6%,-15.7%,/,/,/,-0.1,/,75.1%[activator]
CN(C)CC(O)CN1C(=O)NC(C)(C)C1=O (stereo unspecified),-13.0%,-0.6%,30.3%,0.3,-7.8,0.2,2.6,-8.1,4.2%
CN(C)CCCn1c2c(c(SCC(=O)Nc3cccc4ccccc34)nc1=O)CCC2,-19.4%,3.4%,4.4%[57.1 µM],0.9,-0.9,0.7,-3.0,0.5,4.6%[57.1 µM]
COc1ccc2c(c1)-c1ccccc1S(=O)(=O)N(C)C2,-6.7%,-2.3%,-7.3%,/,/,/,-0.1,/,-5.2%
COc1cc(/C=N/NC(=O)c2ccoc2C)cc(OC)c1OC,-9.7%,-0.7%,0.0%,/,/,/,-3.5,/,-3.9%
Cc1cccc(C#Cc2ccccc2)n1,-9.7%,-2.8%,-4.1%[57.1 µM],1.6,-3.0,-1.3,-50.4*!,-4.6,23.2%[57.1 µM]
CCCn1nnnc1SCC(=O)NCc1ccccc1,-8.2%,1.3%,15.3%[57.1 µM],-0.2,-6.9,-0.1,-12.7,10.8,7.1%[57.1 µM]

# Full records as entered above:
# `COc1cc(/C=N/NC(=O)c2ccoc2C)cc(OC)c1OC` as listed: USP1-UAF1 inh: -9.7%; mIDH1 inhibitor: -0.7%; TrxR1 inh: 0.0%; D2 ag: /; D2 antag: /; TRHR ag: /; PI4K2A inh: -3.5; TRHR PAM: /; TrxR1 substrate: -3.9%
# `Cc1cnc(C(=O)Oc2cccc(Cl)c2Cl)cn1` as listed: USP1-UAF1 inh: -5.9%; mIDH1 inhibitor: 12.9%; TrxR1 inh: ?; D2 ag: 0.6; D2 antag: 3.5; TRHR ag: -0.2; PI4K2A inh: -15.5; TRHR PAM: 4.7; TrxR1 substrate: 0.9%
# `CCCn1nnnc1SCC(=O)NCc1ccccc1` as listed: USP1-UAF1 inh: -8.2%; mIDH1 inhibitor: 1.3%; TrxR1 inh: 15.3%[57.1 µM]; D2 ag: -0.2; D2 antag: -6.9; TRHR ag: -0.1; PI4K2A inh: -12.7; TRHR PAM: 10.8; TrxR1 substrate: 7.1%[57.1 µM]

# Continuation.
SMILES,USP1-UAF1 inh,mIDH1 inhibitor,TrxR1 inh,D2 ag,D2 antag,TRHR ag,PI4K2A inh,TRHR PAM,TrxR1 substrate
Fc1cnc(N2CCN(c3ccccc3)CC2)nc1N1CCN(c2ccccc2)CC1,3.7%,-1.6%,10.0%,1.1,-9.0,0.8,1.7,1.5,2.4%
Cc1ccccc1C(=O)NCCCc1ccccc1,-19.1%,6.0%,-7.8%,3.0,4.7,-0.4,0.3,6.3,-8.0%
COc1ccccc1OCC(=O)NCCc1nc2ccccc2[nH]1,-7.5%,0.0%,-6.1%,0.5,-8.9,-0.1,3.4,-9.7,-4.1%
O=C(O)c1ccccc1N/N=C\c1ccnc2ccccc12,-23.8%,9.1%,0.3%[57.1 µM],0.2,-3.1,0.6,1.1,2.7,-7.5%[57.1 µM]
Cc1ccccc1NC(=O)c1cc2c([nH]c1=O)CC(C)(C)CC2=O,-0.2%,2.5%,14.4%,0.1,/,1.3,-0.5,9.8,12.3%

# Random draw from the library; 3.9% or so of the library scored in one or more.
